SW480 rerep: DNA re-replication induction in SW480 cells. Potency, µM (titrated, usually from 46.1 µM), without a hit: at the top dose re-replication activation, usual class: activators. actives 1.8% (n = 340,000). SW480 DNA re-replication, Hoechst DNA content imaging, 48 h; further: potency means the concentration at half of the fitted maximal effect; % of control where 0% means no effect; nearly all actives have a fitted effect of over 55% in size
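Readout is total intensity of Hoechst-stained nuclei, excited at 405 nm and collected at 500-530 nm. Compound treatment lasted 48 hr at 37 C in 5% CO2 before staining.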
HT1080 IDH1KD tx: HT-1080 IDH1 knockdown cell toxicity (counter line) | Potency, µM (highest dose often 46.1 µM), inactives show top-dose activity, negative = toxicity, actives largely listed as cytotoxic | AID 686971 | actives 2% (n = 360,000) | HT-1080 IDH1 knockdown viability, ATP luminescence, 48 h;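 further: potency means the concentration at half of the fitted maximal effect; 0% = DMSO wells and -100% = cell-free medium wells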
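Viability of IDH1-knockdown HT-1080 fibrosarcoma cells was assessed by CellTiter-Glo after 48 h at 37 °C with titrated compound; concentration-effect curves were classified by fit quality and response size.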
KB-3-1 tox: KB-3-1 parental cell cytotoxicity. Potency, µM (series often up to 46.1 µM), for inactives: at the highest dose activity change, negative = cytotoxic, usual class: cytotoxic. KB-3-1 viability, CellTiter-Glo ATP luminescence, 72 h. actives 1.4% (n = 400,000). AID 1347075; further: potency means the concentration at half of the fitted maximal effect; on the % scale 0 is the no-effect control and ±100 the full control effect; nearly all actives have a fitted effect of over 60% in size
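Parental KB-3-1 adenocarcinoma cells in phenol-red-free DMEM with 10% FBS were pin-treated with compounds at several concentrations, incubated 72 h at 37 °C, and viability read by CellTiter-Glo luminescence; concentration-effect curves were fitted after normalization.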
IL1B secr inh: inhibitors of inflammasome signaling (IL-1 beta secretion). THP-1 LPS/ATP IL-1B secretion, AlphaLISA, 16 h; hits give low values. activity change, % at 57.5 µM. actives 4.7% (n = 360,000); in the data active means activity change below about -50%; inconclusive means mostly about -30% to -49%; further: on the % scale 0 is the no-effect control and ±100 the full control effect
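Secreted IL-1B measured by AlphaLISA bead assay after 16 h compound exposure of THP-1 cells; compounds (final up to 57.5 uM) added 1 h before LPS (250 ng/mL) and ATP (1.25 mM) stimulation; lower signal means less secretion.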
HepG2 tox: kills HepG2 cells in TGF-b inhibitor counter-screen; actives 0.76% (n = 410,000); HepG2 CAGA-GFP viability, ATP luminescence, 18 h; AID 588856; Potency, µM (doses to about 46.1 µM), for the others: at the top dose activity change, negative = cytotoxicity, actives largely listed as cytotoxic; further: potency means the concentration at half of the fitted maximal effect; some results filed as inactive show a strong effect at the top dose
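HepG2 CAGA-GFP cells (1000/well, DMEM with 1% FBS) received compound, then TGF-beta at 500 pg/mL final, and were incubated 18 hours at 37 degrees C. Viability was read by CellTiter-Glo luminescence. Media-only wells were set as complete cell-killing and DMSO as no toxicity.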
HT1080-NT tox: kills 2HG-producing HT-1080-NT fibrosarcoma cells; HT-1080-NT fibrosarcoma viability, CellTiter-Glo ATP luminescence, 48 h; Potency, µM (doses to about 46.1 µM), without a hit: at the top dose activity, negative = less viability, actives largely listed as cytotoxic; actives 1.6% (n = 360,000);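 further: NT is the 2HG producing partner of a matched IDH1 knockdown line; potency means the concentration at half of the fitted maximal effect; 0% = DMSO-treated cells and -100% = media-only wells without cells; nearly all actives have a fitted effect of over 55% in size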
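HT-1080-NT; 750 cells/well; 5% FBS RPMI; 48 h compound, 37 degrees C; CellTiter-Glo luminescence; curve fitting and curve-class assignment.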
MCF10A rerep: inducers of DNA re-replication in MCF 10A breast cells; Potency, µM (titrated, usually from 46.1 µM), inactives show top-dose activity, positive = re-replication, actives largely listed as activators; actives 2.9% (n = 350,000); MCF 10A DNA re-replication, Hoechst nuclear intensity, 48 h; further: potency means the concentration at half of the fitted maximal effect; % of control where 0% means no effect; nearly all actives have a fitted effect of over 50% in size
ATXN2 expr inh: reduces ATXN2 reporter expression in HEK-293 cells. actives 0.72% (n = 360,000). HEK-293 ATXN2-luciferase reporter, luminescence, 24 h. Potency, µM (series often up to 57 µM), without a hit: at the top dose activity change, negative = inhibition, usual class: inhibitors; further: potency means the concentration at half of the fitted maximal effect; on the % scale 0 is the no-effect control and ±100 the full control effect; nearly all actives have a fitted effect of over 55% in size
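qHTS (up to 57 uM final) was run with 24 h compound exposure of reporter cells at 37 °C. Each well was multiplexed: SteadyGlo luminescence measured ATXN2-luciferase expression after a fluorogenic Gly-Phe-AFC viability readout (25 uM final).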
S2 tox: viability counter-screen for ATXN expression inhibitors. Potency, µM (doses to about 56.7 µM), most hits filed as cytotoxic. S2 cells (HEK-293 line with an ATXN2-luciferase reporter) viability, CellTiter-Fluor protease fluorescence, 24 h. actives 0.49% (n = 400,000); further: potency means the concentration at half of the fitted maximal effect; nearly all actives have a fitted effect of over 40% in size
Starred values were filed as active, the others as inactive; i = inactive; u = inconclusive; x = not tested or not shown; [ ] = another dose, or the depositor's remark. Unless noted, the call rests on the fitted dose curve; in most records, active means well fitted curve in the direction sought with a large enough effect; inconclusive means small, poorly fitted or top-dose-only effect, or another doubt; inactive means no such curve, though single readings can be large; an effect the other way counts as inactive or inconclusive. Compounds were not picked by outcome. About 8.9% of those tested had a hit in this group.

compound,HepG2 tox,KB-3-1 tox,S2 tox,HT1080-NT tox,HT1080 IDH1KD tx,SW480 rerep,MCF10A rerep,IL1B secr inh,ATXN2 expr inh
Cc1ccc(OCc2nnnn2-c2ccccc2)cc1,4%,24%,u,12%,2%,-2%,0%,-4,2%
CC1CCN(C(=O)/C(=C\c2ccccc2)NC(=O)c2ccccc2)CC1,28%,4%,i,-1%,0%,4%,12%,6,-22%
O=C(Nc1ccncc1)C1CCN(S(=O)(=O)c2ccc(Cl)c(C(F)(F)F)c2)CC1,-22%,5.8µM*,i,2%[9.24 µM],-18%,0%,u,u,-17%
COc1ccc(-c2csc(NC(=O)CN3C(=O)CCC3=O)n2)cc1,-5%,-16%,i,2%,8%,-40%[inhibitor],u,4,19%
O=C(CCc1ccccc1)NNC(=O)COc1ccc(Br)cc1,-25%,u,i,0%,0%,16%,7%,10,-7%
CCOC(=O)C(NC(=O)c1ccc(OC)cc1)(OCC1(CC)COC1)C(F)(F)F (configuration not stated),-13%,2%,i,21%,15%,0%[9.22 µM],-2%,-10,-15%
O=C(Cn1nc(C(F)(F)F)c2c1CCCCC2)N1CCOCC1,8%,6%,i,7%,8%,-4%,1%,16,3%
O=C(/C=C/c1ccccc1)c1ccc(NC2=NCCCS2)cc1,-66%,u,i,-11%,-16%,u,18µM*,-102*,57%[activator]
O=[N+]([O-])c1cccc(S(=O)(=O)/N=C(/Nc2ccccc2)c2ccccc2)c1,4%,x,i,0%,0%,0%,2%,-4,-2%
COC(=O)c1ccc(COc2ccccc2/C=C(\C#N)C(=O)Nc2ccc(C)cc2C)cc1,3%,3%,i,23%,u,15%,u,0,2%
O=C(c1ccco1)N1CCN(c2c([N+](=O)[O-])nn(-c3ccc(Cl)cc3)[n+]2[O-])CC1,10%,-3%,i,25%,-1%,1%,-2%,33,-1%
CCN(CC)S(=O)(=O)c1ccc(=O)n(CC(=O)N2CCCc3cc(C)ccc32)c1,-7%,8%,i,-3%,-4%,u,u,u,-19%
COc1ccccc1NS(=O)(=O)c1cccc(C(=O)N/N=C/c2ccc3c(c2)OCCO3)c1,5%,1%,i,8%,2%,0%,7%,-16,36%[activator]
COCCN(CCOC)C(=O)CSc1ccc(S(=O)(=O)N2CCN(C)CC2)cn1,-1%,3%,x,9%,0%,-11%,-1%,-12,x
COc1ccc(/C=N/NC(=O)Cn2c(Cc3ccc(OC)c(OC)c3)nc3ccccc32)cc1OC,2%,10%,i,-6%,-1%,-6%,-7%,0,14%
COc1ccc(S(=O)(=O)N/N=C(/C)c2ccc(C)o2)cc1,-15%,0%,i,0%,12%,-114%[inhibitor],-2%,8,-9%
CC(C)(C)C(=O)CNS(=O)(=O)c1ccc(S(=O)(=O)NC2CCCC2)cc1,-24%,-7%,i,0%,24%,0%,2%,26,3%
O=C1Cc2cc(NS(=O)(=O)c3ccc([N+](=O)[O-])cc3)cc3c2N1CCC3,9%,0%,i,1%,2%,-36%,-1%,25,-3%
O=C(CN1CCN(Cc2ccccc2)CC1)NCc1ccccc1Cl,-19%,11%,i,-5%,-5%,-3%,4%,0,2%
CCCN1C(=O)c2ccccc2NC1c1ccc(Cl)c(Cl)c1 (configuration not stated),-2%,u,u,0%,-2%,0%,16%,-1,x

Next part
compound,HepG2 tox,KB-3-1 tox,S2 tox,HT1080-NT tox,HT1080 IDH1KD tx,SW480 rerep,MCF10A rerep,IL1B secr inh,ATXN2 expr inh
Cc1ccc(N2C(=O)NC3(CCCCC3)C2=O)cc1,-17%,7%,i,4%,6%,0%,-9%,-6,8%
CC1(C(=O)Nc2ccc(Cl)c(C(F)(F)F)c2)Cc2c(-c3ccc4c(c3)OCO4)ccnc2O1 (configuration not stated),-14%,u,i,u,u,x,x,-8,-23%
COc1cccc(NC(=O)c2ccc(NCCCN3CCC(C)CC3)c([N+](=O)[O-])c2)c1,-26%,-4%,u,u,u,1%,-42%,-65*,-38%
COc1cc(/C=C/C(=O)Nc2cc(C(F)(F)F)ccc2Cl)cc(OC)c1OC,5%,u,u,-29%,u,u,4%[9.22 µM],-57*,u
O=C(Nc1ccc(C(=O)N2CCCc3ccccc32)cc1)c1cccs1,-9%,-1%,u,13%,-2%,-2%,20%,-80*,0%
O=C(Cn1nnc2ccccc2c1=O)N1CCCc2ccccc21,0%,0%,i,11%,u,-2%,14%,9,-10%
COCC(C)n1c(C)cc(C(=O)COC(=O)c2nc3nc(C)cc(C)n3n2)c1C (configuration not stated),0%,4%,i,4%,7%,-1%,2%,11,1%
CC(/C=C/c1ccco1)=N/NC(=O)Cc1cccs1,-5%,20%,i,0%,5%,u,u,-8,14%
COc1ccccc1N1CCN(Cc2nc3ccccc3c(=O)n2CC(C)=O)CC1,-1%,-4%,i,4%,7%,-1%,4%,-20,3%
O=C(O)CCC1(CCC(=O)O)CCCC(CCC(=O)O)(CCC(=O)O)C1=O,2%,6%,i,20%,9%,6%,-2%,2,4%
COc1nc(Cl)cn(-c2ccc(Cl)cc2)c1=O,8%,8%,u,15%,24%,9%,-16%,-11,6%
NC(=O)c1oc2ccc(Cl)cc2c1N,0%,-3%,i,-5%,11%,15%,-1%,-17,-9%
CCc1nnc(NC(=O)C2Cc3ccccc3CN2S(=O)(=O)c2cccs2)s1 (configuration not stated),-6%,3%,i,-7%,0%,-1%,0%,1,18%
Cc1ccc(C)c(CN2C(=O)C3(c4ccccc42)N(c2cccc(C(F)(F)F)c2)C(=O)CS3(=O)=O)c1 (configuration not stated),-11%,-3%,i,x,x,x,x,x,3%
COC(=O)[C@]1(C)N[C@H](CN(C)C(=O)Nc2ccccc2)[C@@H]2C(=O)N(Cc3ccccc3)C(=O)[C@@H]21,-5%,0%,i,5%,3%,-4%,-5%,-13,-3%
CN(C)S(=O)(=O)NCc1ccc2c(c1)OCO2,3%,-3%,u,11%,12%,-5%,-2%,20,-32%
Cc1cccc(-c2cnc(C(O)c3cc(C)cc(C)c3)[nH]2)c1 (configuration not stated),-27%,0%,i,-21%,-13%,x,x,-2,-11%
O=c1[nH]c(C2CCN(S(=O)(=O)c3ccc(F)cc3)CC2)nc2c1nnn2Cc1ccc2c(c1)OCCO2,-29%,0%,i,u,0%,11%,20%,u,x
CCOc1ccc(NC(=O)Cn2cnc3c(oc4ccccc43)c2=O)cc1,6%,9%,i,x,x,x,x,x,12%
Cc1nn(CCC#N)c(NC(=O)c2ccc(Cl)cc2Cl)c1P(=O)(Nc1ccc([N+](=O)[O-])cc1)N1CCOCC1 (configuration not stated),3%,1%,i,-16%,-19%,-8%,1%,-6,-14%

Additional compounds follow:
compound,HepG2 tox,KB-3-1 tox,S2 tox,HT1080-NT tox,HT1080 IDH1KD tx,SW480 rerep,MCF10A rerep,IL1B secr inh,ATXN2 expr inh
CCOc1ccc(Oc2nc(N(CC)CC)nc(N3CCOCC3)n2)nn1,-4%,-3%,i,8%,13%,-5%,-5%,-3,35%
CCCN(CCC)c1nc(NC2CCN(C(=O)OCC)CC2)nc(OC)n1,-2%,u,u,u,u,17%,15%,-6,-22%
CC(C)(C)C1CCC(C(=O)OCC(=O)N2CCN(C(=O)c3ccco3)CC2)CC1 (configuration not stated),-14%,u,i,-8%,-3%,-98%[inhibitor],-3%,11,-6%
CCCC(=O)N1CCCC1(C)C(=O)Nc1cc(OC)ccc1OC (configuration not stated),9%,14%,i,3%,9%,x,x,-8,13%
CC1CCN(Cc2ccc(-c3nnn(CC(=O)Nc4ccccc4Cl)n3)cc2)CC1,6%,-2%,i,-3%,-9%,0%,7%,10,0%
CCCN1Cc2cccc(C(=O)N3CCN(c4ccc(F)cc4)CC3)c2C1=O,-3%,-1%,i,1%,1%,-1%,-3%,0,u
CSCCC(NS(=O)(=O)c1ccc2ccccc2c1)C(=O)OCC(=O)c1ccc(C(C)C)cc1 (configuration not stated),-1%,-10%,i,-3%,-14%,u,-2%,3,2%

2 entries from above in another layout.
Fields – HepG2 tox, KB-3-1 tox, S2 tox, HT1080-NT tox, HT1080 IDH1KD tx, SW480 rerep, MCF10A rerep, IL1B secr inh, ATXN2 expr inh
O=[N+]([O-])c1cccc(S(=O)(=O)/N=C(/Nc2ccccc2)c2ccccc2)c1
    4%, x, i, 0%, 0%, 0%, 2%, -4, -2%
COC(=O)c1ccc(COc2ccccc2/C=C(\C#N)C(=O)Nc2ccc(C)cc2C)cc1
    3%, 3%, i, 23%, u, 15%, u, 0, 2%

Entries listed so far containing a furan ring, fused or not (six):
compound,HepG2 tox,KB-3-1 tox,S2 tox,HT1080-NT tox,HT1080 IDH1KD tx,SW480 rerep,MCF10A rerep,IL1B secr inh,ATXN2 expr inh
O=C(c1ccco1)N1CCN(c2c([N+](=O)[O-])nn(-c3ccc(Cl)cc3)[n+]2[O-])CC1,10%,-3%,i,25%,-1%,1%,-2%,33,-1%
COc1ccc(S(=O)(=O)N/N=C(/C)c2ccc(C)o2)cc1,-15%,0%,i,0%,12%,-114%[inhibitor],-2%,8,-9%
CC(/C=C/c1ccco1)=N/NC(=O)Cc1cccs1,-5%,20%,i,0%,5%,u,u,-8,14%
NC(=O)c1oc2ccc(Cl)cc2c1N,0%,-3%,i,-5%,11%,15%,-1%,-17,-9%
CCOc1ccc(NC(=O)Cn2cnc3c(oc4ccccc43)c2=O)cc1,6%,9%,i,x,x,x,x,x,12%
CC(C)(C)C1CCC(C(=O)OCC(=O)N2CCN(C(=O)c3ccco3)CC2)CC1 (configuration not stated),-14%,u,i,-8%,-3%,-98%[inhibitor],-3%,11,-6%
